# BRCT inh green: qHTS Assay for Inhibitors of BRCT-Phosphoprotein Interaction (Green Fluorophore) | Breast cancer type 1 susceptibility protein (Homo sapiens), P38398 | BRCA1 BRCT-phosphopeptide binding, green fluorescence polarization | Potency, µM (doses to about 76.9 µM), without a hit: at the highest dose activity change, negative = inhibition, hits mostly inhibitors | 0.05% of 75,000 active | AID 875, 2007;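 note: potency is the fitted concentration of half-maximal effect; plate controls were peptide without protein for full effect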
# Target sequence (P38398 whole entry, looked up): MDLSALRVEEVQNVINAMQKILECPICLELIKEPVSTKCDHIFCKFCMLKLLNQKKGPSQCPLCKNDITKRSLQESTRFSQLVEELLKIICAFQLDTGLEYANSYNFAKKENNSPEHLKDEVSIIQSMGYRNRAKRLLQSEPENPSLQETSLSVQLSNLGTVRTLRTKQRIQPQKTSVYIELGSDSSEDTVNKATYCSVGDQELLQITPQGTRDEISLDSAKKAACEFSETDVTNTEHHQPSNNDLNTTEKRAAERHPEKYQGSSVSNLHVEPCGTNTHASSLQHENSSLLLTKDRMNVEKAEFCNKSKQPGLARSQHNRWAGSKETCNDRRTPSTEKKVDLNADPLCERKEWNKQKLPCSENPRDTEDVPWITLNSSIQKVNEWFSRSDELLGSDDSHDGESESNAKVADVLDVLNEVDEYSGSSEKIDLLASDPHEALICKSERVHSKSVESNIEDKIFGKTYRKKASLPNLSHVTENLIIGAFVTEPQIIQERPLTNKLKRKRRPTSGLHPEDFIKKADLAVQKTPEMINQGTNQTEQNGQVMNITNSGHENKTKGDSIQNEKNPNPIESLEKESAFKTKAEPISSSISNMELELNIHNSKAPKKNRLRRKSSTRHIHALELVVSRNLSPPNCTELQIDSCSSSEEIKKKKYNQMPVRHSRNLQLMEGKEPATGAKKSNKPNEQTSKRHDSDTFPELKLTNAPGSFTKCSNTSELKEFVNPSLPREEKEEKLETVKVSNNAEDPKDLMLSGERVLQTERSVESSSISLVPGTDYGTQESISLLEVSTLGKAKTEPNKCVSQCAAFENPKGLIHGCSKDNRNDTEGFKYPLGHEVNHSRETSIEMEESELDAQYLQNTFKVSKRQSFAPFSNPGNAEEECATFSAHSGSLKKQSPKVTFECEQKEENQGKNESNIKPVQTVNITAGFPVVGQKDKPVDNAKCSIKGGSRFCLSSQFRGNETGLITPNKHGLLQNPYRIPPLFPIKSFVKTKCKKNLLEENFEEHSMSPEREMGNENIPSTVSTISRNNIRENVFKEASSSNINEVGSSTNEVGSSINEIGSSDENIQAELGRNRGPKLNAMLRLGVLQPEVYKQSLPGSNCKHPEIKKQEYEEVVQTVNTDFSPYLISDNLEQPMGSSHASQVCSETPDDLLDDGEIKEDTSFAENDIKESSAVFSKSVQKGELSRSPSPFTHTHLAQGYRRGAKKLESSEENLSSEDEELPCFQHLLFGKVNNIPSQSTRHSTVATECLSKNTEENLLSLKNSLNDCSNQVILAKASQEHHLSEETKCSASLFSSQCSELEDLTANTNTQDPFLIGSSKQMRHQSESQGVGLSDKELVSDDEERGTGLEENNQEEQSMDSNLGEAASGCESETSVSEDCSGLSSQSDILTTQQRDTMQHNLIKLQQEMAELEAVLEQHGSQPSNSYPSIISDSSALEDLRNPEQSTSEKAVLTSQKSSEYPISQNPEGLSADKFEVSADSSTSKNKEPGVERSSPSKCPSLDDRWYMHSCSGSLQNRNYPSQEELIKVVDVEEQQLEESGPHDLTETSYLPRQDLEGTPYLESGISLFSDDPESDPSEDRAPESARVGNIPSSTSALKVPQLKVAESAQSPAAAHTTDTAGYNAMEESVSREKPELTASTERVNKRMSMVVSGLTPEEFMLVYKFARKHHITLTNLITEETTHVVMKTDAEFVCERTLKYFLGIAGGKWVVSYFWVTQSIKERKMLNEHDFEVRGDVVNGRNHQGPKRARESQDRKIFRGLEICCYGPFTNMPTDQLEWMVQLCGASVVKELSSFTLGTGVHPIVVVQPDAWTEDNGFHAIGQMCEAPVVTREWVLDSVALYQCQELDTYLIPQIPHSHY
#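 Compounds were incubated for 12 min at room temperature with a complex of 100 nM fluorescein-tagged pBACH1 decapeptide and 250 nM His-tagged BRCT protein. Buffer was phosphate pH 7.3 with EDTA, DTT and Tween 20. Disruption of binding lowers the polarization signal.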
# Ub-GFP proteasome: Ubiquitin-GFP Assay | Potency, µM (doses to about 45.9 µM), for inactives: at the highest dose activation (GFP accumulation), most hits filed as activators | 67,000 tested, under 10 active | Ubiquitin-GFP reporter cells, proteasome inhibition, GFP fluorescence; response scale: untreated = 0%, 10 µM MG-132 = 100%; active = well fitted activation curve with a large enough effect, not every such curve was filed as active; inconclusive = small, poorly fitted or top-dose-only effect, or another doubt; inactive = no such curve, though single readings can be large or run the other way; note: potency is the fitted concentration of half-maximal effect
#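 U2OS cells stably expressing ubiquitin(G76V)-GFP, seeded overnight in 0.5% FBS medium, were exposed to compounds (qHTS, 46 uM to 2.9 nM) for 4 hr at 37 °C. GFP-positive cells were counted by laser cytometry (488 ex/515 em), normalized between basal and 10 uM MG-132.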
# HEK293 cAMP ctrl: qHTS Assay for Agonists of the Thyroid Stimulating Hormone Receptor: Activators of Intracellular cAMP Concentrations in Parental HEK 293. parental HEK293 CNG cAMP sensor, membrane potential fluorescence. Potency, µM (titrated, usually from 57.1 µM), without a hit: top-dose activation, actives largely listed as activators. 2.5% of 73,000 active. AID 938, 2007; note: potency is the fitted concentration of half-maximal effect; % of control where 0% means no effect; nearly all actives have a fitted effect of over 55% in size
#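 Parental HEK 293 cells stably expressing a modified CNG channel (no TSHR) report cAMP rise as membrane depolarization. Membrane potential dye with 100 uM RO 20-1724 was loaded for 60 min at room temperature, then compound added for 30 min; fluorescence read at 590 nm.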
# Caspase-1 inhib: qHTS Assay for Allosteric/Competitive Inhibitors of Caspase-1; P29466; Caspase-1 enzyme, Ac-WEHD-AFC fluorogenic rate; Potency, µM (series often up to 57.5 µM), for the others: at the top dose activity change, negative = inhibition, actives largely listed as inhibitors; 0.03% of 75,000 active; AID 900, 2007;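 note: potency is the fitted concentration of half-maximal effect; plate controls were vehicle for no effect and no substrate for full effect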
# BRCT PPI red: qHTS Assay for Inhibitors of BRCT-Phosphoprotein Interaction (Red Fluorophore); BRCT-phosphopeptide binding, red fluorescence polarization; Potency, µM (doses to about 76.9 µM), for the others: at the highest dose activity change, negative = inhibition, most hits filed as inhibitors; 0.03% of 75,000 active; note: % is set by controls: 0 for no effect and ±100 for the full control effect
#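 Rhodamine-labelled pBACH1 10-mer (100 nM) bound to BRCT domain (100 nM) at pH 7.3; compounds incubated 12 min room temperature, polarization read. Free peptide defines full inhibition; unlabelled decapeptide titrated as control.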
# Epigenetic mod: qHTS Assay for Epigenetic Modulators; mouse C127i GFP locus derepression, cytometry, 30 h; Potency, µM (titrated, usually from 46.1 µM), inactives show top-dose GFP derepression (activation); 0.09% of 68,000 active; AID 597, 2007; note: % of control where 0% means no effect
#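 Locus derepression in mouse mammary C127i cells whose integrated CMV-GFP reporter is normally silent; GFP expression after 30 h compound treatment was quantified by counting fluorescent cells.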
# Casp7 inh: qHTS Assay for Allosteric/Competitive Inhibitors of Caspase-7; recombinant caspase-7, Ac-DEVD-AFC fluorescence rate; Potency, µM (highest dose often 57.5 µM), for the others: top-dose activity change, negative = inhibition, actives largely listed as inhibitors; 0.02% of 75,000 active; active = well fitted inhibition curve with a large enough effect in the main read-out, with a control signal flat, not every such curve was filed as active; inconclusive = small, poorly fitted or top-dose-only effect, or a change in a side signal; note: potency is the fitted concentration of half-maximal effect; % of control where 0% means no effect
# 4-MU autofl: qHTS Assay for Spectroscopic Profiling in 4-MU Spectral Region; 11% of 59,000 active; max dye-equivalent concentration, M; compound autofluorescence, 340/450 nm, 4-MU equivalents; hits give high values; in the data active = max dye-equivalent concentration above about 10 nM; inconclusive = mostly about 1.1 nM to 9.6 nM
#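 Intrinsic fluorescence at 340/450 nm (ex/em) was read after 15 min at room temperature in pH 8.0, 100 mM Tris. Each compound concentration expressed as 4-MU-equivalent concentration from a six-point 4-MU standard series on each plate.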
# A350 fluor: qHTS Assay for Spectroscopic Profiling in A350 Spectral Region; Compound autofluorescence, 340/450 nm, Alexa 350 dye-equivalents; hits give high values; max dye-equivalent concentration, M; 11% of 59,000 active; AID 590, 2007; in the data active = max dye-equivalent concentration above about 10 nM; inconclusive = mostly about 1.1 nM to 9.6 nM
# USP2a inhib: qHTS Assay for Inhibitors of Ubiquitin-specific Protease USP2a; Potency, µM (top dose mostly 38.3 µM), for inactives: top-dose activity change, negative = inhibition, usual class: inhibitors; 0.1% of 60,000 active; USP2a enzymatic assay, qHTS inhibition; AID 927, 2007;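 note: potency is the fitted concentration of half-maximal effect; nearly all actives have a fitted effect of over 60% in size; plate controls were DMSO for no effect and NEM full inhibition control for full effect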
#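 Coupled readout: USP2-cleaved Ub-PLA2 (20nM final) turns over NBD C6-HPC (20uM final), Ex 460nm/Em 535nm after 2.5 h, time-zero read flagging artifacts. Enzyme (20nM final, pH 8.0 Tris) given 30 min RT with compound first; NEM defines full inhibition.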
# Fluorescein fluor: qHTS Assay for Spectroscopic Profiling in Fluorescein Spectral Region. Compound autofluorescence, 480/540 nm, fluorescein-equivalent; hits give high values. AID 593, 2007. max fluorescein-equivalent concentration, M. 0.91% of 59,000 active; in the data active = max fluorescein-equivalent concentration above about 10 nM; inconclusive = between about 1.1 nM and that limit
#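 In this qHTS profile, compound fluorescence was measured with a 480 nm/540 nm filter pair following a 15-min room-temperature incubation in 100 mM Tris (pH 8.0). A six-point fluorescein series on each plate served for normalization.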
# The depositor's hits bear a star; i = inactive; ? = inconclusive; . = no result given; [ ] = dose if it differs, or a comment. Unless noted, calls come from the whole dose curve; as a rule, active = well fitted curve in the direction sought with a large enough effect; inconclusive = small, poorly fitted or top-dose-only effect, or another doubt; inactive = no such curve, though single readings can be large; an effect the other way counts as inactive or inconclusive. A portion of the library (hit frequency here may not be typical).
Structure	Ub-GFP proteasome	4-MU autofl	Caspase-1 inhib	HEK293 cAMP ctrl	USP2a inhib	BRCT PPI red	Epigenetic mod	A350 fluor	BRCT inh green	Casp7 inh	Fluorescein fluor
COc1ccc(CC(NC(C)=O)C(=O)NC2CCN(S(=O)(=O)c3ccccc3)CC2)cc1OC (stereo not drawn)	-3%	i	2%	-6%	1%	-0.5%	1%	?	0.5%	-1%	?
CN(C(=O)c1cccs1)c1ccccc1C(=O)O	3%[9.17 µM]	.	-1%	9%[11.4 µM]	-2%[7.66 µM]	0.1%	1%	.	-1.8%	-2%	.
COc1cc(C(c2sc3nc(C)nn3c2O)N2CCN(c3ccccc3)CC2)cc(OC)c1OC (stereo not drawn)	0%	.	?	?	.	0.9%	.	.	4.2%	-27%	.
CC(=O)c1ccc(OCC(O)CN2CCN(c3ccccn3)CC2)cc1 (stereo not drawn)	9%	.	-3%	1%	.	-1.0%	.	.	-3.2%	-1%	.
COc1ccc(S(=O)(=O)N2CCN(c3cc(-c4ccccc4)nc4ncnn34)CC2)cc1	0%	?	2%	21%	25%	0.1%	-3%	?	-0.6%	1%	?
CCOc1ccc(-n2cc(C(=O)Nc3cccc(C)n3)c3cc(OC)c(OC)cc3c2=O)cc1	-4%	i	-5%	7%	36%[activator]	-0.6%	4%	i	-0.1%	0%	i
CCOc1ncccc1C(=O)Nc1ccc(-c2cn3ccsc3n2)cc1	-2%	2.8e-07M*	-13%	5%	11%	-1.5%	0%	3.8e-07M*	0.4%	-15%	i
CCOc1cccc2cc(C(=O)Nc3cc(C)on3)c(=O)oc12	-2%	?	-2%	28%	6%	-2.2%	3%	?	-0.5%	-3%	i
Cc1ccc(OCc2nnc(SCC(=O)NC3CCCCC3)n2C)cc1	-3%	i	0%	11%	8%	-0.9%	-1%	i	-2.3%	3%	i
CCC(C(=O)Nc1ncccn1)(C(F)(F)F)C(F)(F)F	.	i	0%	0%	-4%	0.0%	-2%	i	-1.8%	-1%	i
CN(C)S(=O)(=O)Nc1ccc2c(c1)Cc1ccccc1-2	-7%	.	-1%	30%	12%	0.1%	-3%	.	-1.2%	-2%	.
Cc1ccc2c(c1)NC(=O)C(CC(=O)NCc1ccc(F)cc1)O2 (stereo not drawn)	-12%	.	-4%	4%	.	-0.9%	.	.	-2.6%	-3%	.
O=C(NCCCN1CCOCC1)c1cc2cc(Br)ccc2oc1=O	11%	?	-1%	?	3%	-1.0%	4%	?	-0.6%	1%	i
COc1cc(CNc2cc(C)ccc2C)cc(OC)c1OC	.	.	-1%	13%	.	0.3%	.	.	-2.7%	0%	.
O=C(NCCN1CCc2ccccc2C1)Nc1ccc(F)cc1	2%	.	-3%	12%	.	-0.6%	.	.	-1.1%	1%	.
COc1ccc(C(c2sc3nc(C)nn3c2O)N2CCC(C(N)=O)CC2)cc1OC (stereo not drawn)	0%	.	1%	26%	.	0.3%	.	.	2.4%	-4%	.
CCCCN(CCCNC(=O)c1c(C)cc(=O)oc1C)c1ccccc1	-10%	i	-2%	24%	8%	-3.6%	-3%	i	-3.7%	-3%	i
COc1cc(NC(=O)c2cc3c(C)nc4ccccc4c3o2)cc(OC)c1OC	-3%	.	-4%	-6%	.	-4.0%	3%	.	0.4%	-2%	.
c1ccc(Nc2nc(-c3cccnc3)nc3ccccc23)cc1	-2%	?	-1%	?	174%[activator]	-1.5%	-2%[9.22 µM]	?	-3.2%	-2%	?
O=C(Cn1cnc2c(nnn2-c2ccc(F)cc2)c1=O)NCc1ccco1	-2%	i	-2%	10%	18%	-0.8%	2%	i	-0.3%	-2%	i

# An excerpt from above in order of length of the SMILES, rising.
Structure	Ub-GFP proteasome	4-MU autofl	Caspase-1 inhib	HEK293 cAMP ctrl	USP2a inhib	BRCT PPI red	Epigenetic mod	A350 fluor	BRCT inh green	Casp7 inh	Fluorescein fluor
COc1cc(CNc2cc(C)ccc2C)cc(OC)c1OC	.	.	-1%	13%	.	0.3%	.	.	-2.7%	0%	.
O=C(NCCN1CCc2ccccc2C1)Nc1ccc(F)cc1	2%	.	-3%	12%	.	-0.6%	.	.	-1.1%	1%	.
CN(C)S(=O)(=O)Nc1ccc2c(c1)Cc1ccccc1-2	-7%	.	-1%	30%	12%	0.1%	-3%	.	-1.2%	-2%	.

# Other entries.
Structure	Ub-GFP proteasome	4-MU autofl	Caspase-1 inhib	HEK293 cAMP ctrl	USP2a inhib	BRCT PPI red	Epigenetic mod	A350 fluor	BRCT inh green	Casp7 inh	Fluorescein fluor
CC(=O)c1oc2ccccc2c1N	1%	1.3e-08M*	-1%	4%	-6%	-1.7%	1%	1.3e-08M*	-1.0%	2%	i
CC(C)(Oc1ccc(Cl)cc1)C(=O)O	2%	i	1%	14%	-6%	-3.1%	-1%	i	-3.4%[3.08 µM]	-1%	i
CCOC(=O)CCc1nc2ccccc2[nH]1	-2%	i	-1%	1%	-1%	0.7%	0%	i	-0.4%	-1%	?
O=C(Nc1ccc(Cl)cc1)N1CCN(c2ccc3nnc(-c4ccc(F)cc4)n3n2)CC1	.	.	-4%	25µM*	.	-0.3%	.	.	2.0%	-5%	.
CCOC1=NC(C(=O)O)c2ccccc2/C(=C(/C)Cl)N1 (stereo not drawn)	4%	i	-1%	28%	2%	-0.6%	0%	i	-0.1%	0%	?
CCCc1cc(=O)[nH]c(SCC(=O)N2CCN(c3ccccc3)CC2)n1	-4%	i	0%	6%	8%	0.5%	3%	i	-1.8%	0%	i
Cc1ccc(NCc2nc3ccccc3n2C)cc1	8%	i	0%	-4%	-4%	-0.4%	-3%	i	-4.5%	-5%	?
COC(=O)c1[nH]c2ccc(Cl)cc2c1NC(=O)CCN1CCOCC1	1%	?	-2%	0%	12%	-1.3%	-4%	?	-1.0%	1%	i
CCN1C=CC(=C2C(=O)c3ccccc3C2=O)C=C1	10%	.	-7%	3%	-8%	-1.0%	6%	.	-1.3%	-5%	.
O=C(CSc1ncc(-c2ccccc2)n1-c1ccccc1)NCc1ccco1	19%	i	2%	32µM*	-6%	-3.1%	2%	i	-2.5%	-1%	?
Cn1ccnc1C[C@@](C)(O)c1ccccc1	-1%[9.17 µM]	i	-5%[11.5 µM]	15%[11.4 µM]	.	-0.1%[15.4 µM]	2%[9.22 µM]	i	-1.8%[15.4 µM]	0%[11.5 µM]	i
O=C1CCCC=C1[C@@H](O)C1CCCCC1	.	.	-3%[11.5 µM]	-1%[11.4 µM]	.	0.9%[15.4 µM]	.	.	-0.1%[15.4 µM]	0%[11.5 µM]	.
N[C@H](C(=O)O)[C@H](OCc1ccccc1)C(=O)O	0%	.	3%	2%	.	0.3%	-4%	.	-0.2%	-1%	.
O=C(NCCCN1CCOCC1)C1CC(=O)N(C2CCCCC2)C1 (stereo not drawn)	2%	1e-08M*	0%	1%	-3%	0.6%	4%	1.2e-08M*	-2.1%	-1%	i
CCN(Cc1nc2ccccc2c(=O)[nH]1)Cc1nc2cc(OC)c(OC)cc2c(=O)[nH]1	-5%	i	-3%	-4%	35%[activator]	-2.2%	?	i	-2.2%	-2%	i
CCC(=O)NCCCOc1ccccc1	-11%	i	-1%	7%	-3%	-0.2%	7%	i	-2.1%	1%	i
CCCS(=O)(=O)C(=C1NCCO1)S(=O)(=O)CCC	4%	i	-1%	0%	0%	2.8%	-4%	i	-0.4%	1%	i
Cn1c(C(=O)N2CCN(Cc3ccccc3)CC2)cc2c(=O)n(C)c3ccccc3c21	3%	.	-9%	3%	.	0.0%	.	.	7.9%	-9%	.
Cc1nn(-c2ccccc2)c2nc(-c3ccncc3)cc(C(=O)NCc3ccco3)c12	4%	i	-5%	?	32%[activator]	-0.4%	7%	i	-1.8%	-8%	i
O=C(Cn1nnc(-c2ccccc2NC(=O)C2CC2)n1)NC1CCCCC1	-2%	i	1%	22%	5%	-1.1%	-1%	i	0.0%	-2%	i
COc1ccc(CN(C(=O)c2ccccc2OC)C2CCS(=O)(=O)C2)cc1 (stereo not drawn)	-9%	i	0%	4%	6%	0.0%	0%	?	-1.6%	0%	i
CC(NC(=O)CC12CC3CC(CC(C3)C1)C2)C(=O)O (stereo not drawn)	0%	i	1%	0%	-1%	-1.6%	0%	i	-1.1%	0%	i
COc1ccc(C)cc1NC(=O)c1ccc2c(c1)OCO2	-5%	i	0%	?	-1%	-0.3%	1%	i	-2.4%	-1%	i
CCN(CC)S(=O)(=O)c1cccc(-c2nnc(SCCCC(=O)c3ccccc3)o2)c1	-5%	i	0%	?	5%	0.4%	-2%	i	-2.8%	0%	i
C(=C\CSc1ncn[nH]1)/CSc1ncn[nH]1	-2%	i	-1%	4%	2%	1.2%	2%	i	-1.6%	0%	i
